AID inhibitor – inhibitors of human activation induced cytidine deaminase; AID deamination FRET fluorescence, UDG-coupled, 4 h; Potency, µM (highest dose often 115 µM), without a hit: at the highest dose activity change, negative = inhibition, usual class: inhibitors; 0.32% of 91,000 active; Q9GZX7; AID 1347428; further: nearly all actives have a fitted effect of over 25% in size
Target sequence (Q9GZX7 whole entry, looked up): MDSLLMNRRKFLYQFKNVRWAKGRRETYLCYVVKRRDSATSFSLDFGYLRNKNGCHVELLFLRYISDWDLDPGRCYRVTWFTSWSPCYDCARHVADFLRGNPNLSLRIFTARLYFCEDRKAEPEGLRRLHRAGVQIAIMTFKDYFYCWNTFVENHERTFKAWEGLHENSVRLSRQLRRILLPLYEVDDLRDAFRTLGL
UDG counterscr – UDG inhibition counter-screen; FRET deamination/UDG coupled assay, UDG read, 4 h; 0.14% of 91,000 active; Potency, µM (top dose mostly 115 µM), without a hit: top-dose activity change, negative = inhibition, usual class: inhibitors; further: nearly all actives have a fitted effect of over 65% in size
* = called active by the depositor; ? = inconclusive; [ ] = dose if it differs, or a comment. The call rests on the fitted dose curve; in most records, active means well fitted curve in the direction sought with a large enough effect; inconclusive means small, poorly fitted or top-dose-only effect, or another doubt; inactive means no such curve, though single readings can be large; an effect the other way counts as inactive or inconclusive. On the % scale 0 is the no-effect control and ±100 the full control effect; potency means the concentration at half of the fitted maximal effect. Some of the compounds tested, so the mix of outcomes need not match the whole.

SMILES | AID inhibitor | UDG counterscr
COC(=O)c1ccc(Oc2c(C)oc3cc(OCc4ccccc4F)ccc3c2=O)cc1 | -13% | -12%
Cc1ccccc1N=C/C(=C/Nc1ccccc1C)[N+](=O)[O-] | -6% | 0%
COc1ccc(NC(=O)CN2CCCN(Cc3ccccc3)S2(=O)=O)cc1 | -8% | 19%
COc1ccc(C(=O)Nc2ccc(-c3nnc4n3CCCCC4)cc2)cc1 | 27% | -8%
COC(=O)c1ccn(-c2nc(-c3ccc(Cl)cc3)cc(C(F)(F)F)n2)n1 | ? | 1%
CCCSC1=NC2(CCN(C(=O)NC3CCCCC3)CC2)N=C1c1ccc(OC)cc1 | ? | -5%[57.5 µM]
CN(CC(=O)Nc1ccc2c(c1)OC1(CCCCC1)O2)Cc1ccsc1 | ? | -12%
CC(Nc1oc(-c2ccc(COc3ccccc3)o2)nc1C#N)c1ccccc1 (centres undefined) | 32%[activator] | 1%
CC(C)(C)c1ccc(C(=O)Nc2ccc3nc(SCC(=O)N4CCCC4)sc3c2)cc1 | 4% | 0%[57.5 µM]
CCCCc1ccc(NC(=O)c2ccc3c(c2)CCN3S(=O)(=O)c2ccccc2)cc1 | ? | -10%

A stretch from the list above:
SMILES | AID inhibitor | UDG counterscr
COC(=O)c1ccc(Oc2c(C)oc3cc(OCc4ccccc4F)ccc3c2=O)cc1 | -13% | -12%
Cc1ccccc1N=C/C(=C/Nc1ccccc1C)[N+](=O)[O-] | -6% | 0%

Four of the compounds above, field by field.
COC(=O)c1ccc(Oc2c(C)oc3cc(OCc4ccccc4F)ccc3c2=O)cc1
  AID inhibitor: -13% | UDG counterscr: -12%

Cc1ccccc1N=C/C(=C/Nc1ccccc1C)[N+](=O)[O-]
  AID inhibitor: -6% | UDG counterscr: 0%

COc1ccc(NC(=O)CN2CCCN(Cc3ccccc3)S2(=O)=O)cc1
  AID inhibitor: -8% | UDG counterscr: 19%

COc1ccc(C(=O)Nc2ccc(-c3nnc4n3CCCCC4)cc2)cc1
  AID inhibitor: 27% | UDG counterscr: -8%

Other entries follow.
SMILES | AID inhibitor | UDG counterscr
O=C(CCc1ccc(F)c(F)c1)N1CC=C(c2c[nH]c3ncccc23)CC1 | 53%[activator] | 7%
Cc1ccccc1NC(=O)Cn1cc(C(=O)c2cccs2)c2ccccc21 | 39% | 3%
CCOc1cccc2cc(S(=O)(=O)N3CCCC3)c(=O)oc12 | 5% | 2%
COc1cccc(CN2CCc3nc(N4CCN(C)CC4)ncc3C2)c1 | 111%[activator] | 2%
CCOc1ccccc1NC(=O)Cn1c(=O)n(Cc2ccccc2)c(=O)c2c(C)c(C(=O)N(C)C)sc21 | -13% | 0%
O=C(OCc1cccc(Br)c1)c1ccc(O)cc1 | 3% | 9%
Cc1ccc(OCC(=O)Nc2c(NC3CCCC3)c3ccccc3oc2=O)cc1 | -3% | 8%
Cn1nnnc1SCCCNCc1ccc(-c2ccc(Br)cc2)o1 | -7% | -6%
Cn1c(-c2ccccc2)c(C(=O)COC(=O)COc2cccc3c2OC(C)(C)C3)c2ccccc21 | 135%[activator] | 4%
Cc1ccc(Cl)cc1NC(=O)Cn1c(=O)n(Cc2ccccc2)c(=O)c2oc3ccccc3c21 | -2% | -4%
Cc1ccc(-c2nc(-c3ccccc3Br)no2)cc1 | -8% | -6%
COc1cc(NC(=O)c2oc3c(c2C)-c2nn(Cc4cccc(Cl)c4)cc2CC3)cc(OC)c1 | 51%[activator] | 2%[57.5 µM]
CC(OC(=O)c1ccc(O)cc1)C(=O)Nc1ccc2c(c1)OCO2 (centres undefined) | 22% | -1%
COc1cccc(N2CCN(c3ncnc4c3nc3n4CCCCC3)CC2)c1 | -27% | -21%
Cc1cc(=O)[nH]c2nnc(SCc3ccc(Cl)cc3Cl)n12 | 9% | -5%
CCN(CC)c1ccc(NC(=O)CCS(=O)(=O)c2ccc3c(c2)oc(=O)n3C)c(C)c1 | 1%[57.5 µM] | -9%[57.5 µM]
O=C(/C=C/c1cccc(Br)c1)c1ccc[nH]1 | -4% | 3%
COc1cccc(N2CCN(C(=O)Cn3ncc4c5ccccc5n(C)c4c3=O)CC2)c1 | -6% | -12%[57.5 µM]
COC(=O)c1cccc(COc2cc(C(C)=O)ccc2NC(C)=O)c1 | -2% | 1%
COc1cc(OC)cc(C(=O)Oc2ccccc2Cl)c1 | -2% | 9%
COc1ccc(CCNC(=O)CCCn2c(=O)c3ccccc3n(Cc3ccc(C)cc3)c2=O)cc1OC | 20% | 1%
CCCCCNc1nc2c(-c3ccccc3)nnn2c2ccccc12 | 9% | 3%
CC(NC(=O)c1cncc(Br)c1)C12CC3CC(CC(C3)C1)C2 (centres undefined) | -9% | -6%
Cc1cc(=O)oc2cc(OS(=O)(=O)c3cccc(OC(F)(F)F)c3)ccc12 | -12% | -1%
COc1cc(C(=O)N2CCN(c3ccc(Nc4ccc(C)cc4)nn3)CC2)cc(OC)c1OC | 1% | -14%
Cc1ccc(CNC(=O)CCc2cn(C)c3ccccc23)cc1 | 5% | -4%
Cc1cc(C)n(-c2nc3ccccc3nc2N2CCN(C(=O)c3ccccc3F)CC2)n1 | -17% | 3%
CC(Sc1ccccc1)C(=O)NC1CCCCC1 (centres undefined) | -10% | -18%
COc1ccc(/C(C)=C(/C#N)c2nc3ccccc3[nH]2)cc1OC | 3% | 10%
O=C(O)C1(c2ccccc2)CCOCC1 | 4% | -9%
CCOC(=O)N1CCc2c(sc(NCc3cccc(F)c3)c2C(=O)Nc2ccc(OCC)cc2)C1 | 91%[activator] | -13%
Cn1nnnc1SCCCNCc1cccc(OCc2ccc(Cl)cc2)c1 | -11% | -1%
CCOc1cc(C(=O)Nc2ccc(-c3nc4ccccc4s3)cc2Cl)cc(OCC)c1OCC | -11% | 6%
CCc1cc(=O)n(CC(=O)Nc2cccc(OC)c2)c(-c2ccccc2)n1 | -9% | -4%
COc1cccc(NC(=O)Cn2c(=O)n(Cc3ccc4c(c3)OCO4)c(=O)c3oc4ccccc4c32)c1 | 0% | 10%
CC(NCc1ccc(-c2ccc(F)cc2)o1)c1ccccc1 (centres undefined) | -8% | -5%
CCCOc1cccc(C(=O)Nc2ccc(-c3cc4ccccc4oc3=O)c(C)c2)c1 | -6%[57.5 µM] | -8%[57.5 µM]
CC1CCN(C(=O)Cn2c(=O)n(-c3ccc(Cl)cc3)c(=O)c3c4c(sc32)CCC4)CC1 | -2% | -10%[57.5 µM]
Cc1ccc(OC(C)C(=O)N2CCN(CCc3ccccn3)CC2)cc1C (centres undefined) | 20%[57.5 µM] | 3%[57.5 µM]
Cc1ccc(/C=C/c2onc(C)c2S(=O)(=O)N2CCC(C(=O)Nc3ccccc3C(F)(F)F)CC2)cc1 | -10% | -5%

The list goes on; the last six above are carried over.
SMILES | AID inhibitor | UDG counterscr
COc1cccc(NC(=O)Cn2c(=O)n(Cc3ccc4c(c3)OCO4)c(=O)c3oc4ccccc4c32)c1 | 0% | 10%
CC(NCc1ccc(-c2ccc(F)cc2)o1)c1ccccc1 (centres undefined) | -8% | -5%
CCCOc1cccc(C(=O)Nc2ccc(-c3cc4ccccc4oc3=O)c(C)c2)c1 | -6%[57.5 µM] | -8%[57.5 µM]
CC1CCN(C(=O)Cn2c(=O)n(-c3ccc(Cl)cc3)c(=O)c3c4c(sc32)CCC4)CC1 | -2% | -10%[57.5 µM]
Cc1ccc(OC(C)C(=O)N2CCN(CCc3ccccn3)CC2)cc1C (centres undefined) | 20%[57.5 µM] | 3%[57.5 µM]
Cc1ccc(/C=C/c2onc(C)c2S(=O)(=O)N2CCC(C(=O)Nc3ccccc3C(F)(F)F)CC2)cc1 | -10% | -5%
Cn1c(=O)c2c(nc(N3CCN(c4ccccn4)CC3)n2Cc2ccccc2F)n(C)c1=O | -14% | 4%
CCCCOc1ccc(C2=NC(c3ccccc3)=Nc3ccc(OC)cc3N2)cc1 | 6% | -6%
COc1ccc(NC(=O)c2c(NCc3ccc(C)o3)sc3c2CCC(C)C3)c(OC)c1 (centres undefined) | 4% | -2%
CC(C)CNS(=O)(=O)c1ccc(N2CCCCS2(=O)=O)cc1 | -11% | 2%
CN(C)c1ccc(NC(=O)Cn2nnc3sc4c(c3c2=O)CCC(C(C)(C)C)C4)cc1 (centres undefined) | 17% | ?
Cc1ccc2[nH]cc(CCNC(=O)c3cc(F)ccc3F)c2c1 | 13% | -5%
CCCCCCCCCCCCCCCC(=O)NCCO | 0% | -5%
CCc1ccc2oc(=O)cc(CN3CCN(C)CC3)c2c1 | -3% | 7%
Cc1coc2cc3o/c(=N/O)c(Cc4ccccc4)c(C)c3cc12 | -1% | -2%
CCCCn1c(CNC(=O)c2ccc(OC)cc2)nnc1SCC(=O)Nc1ccc(OC)cc1 | ? | -3%
CSc1ncc(C(=O)NCc2ccccc2)c(-c2ccccc2)n1 | 5% | -12%[57.5 µM]
COc1cccc(-c2nnc(SCC(=O)N(C3CCCCC3)C3CCS(=O)(=O)C3)n2C)c1 (centres undefined) | -5% | -7%
N#C/C(=C/c1cccc(O)c1)c1nc2ccccc2o1 | -11% | ?
COc1ccc(-c2nc(C#N)c(N3CCN(Cc4ccccc4)CC3)o2)cc1OC | -19% | -14%
CCCCN(CCCNC(=O)c1cc(Nc2ccc(OC)c(OC)c2)nc2ccccc12)Cc1ccccc1 | ? | -17%[57.5 µM]
Cc1ccc(Cn2c(=O)n(Cc3ccco3)c(=O)c3oc4ccccc4c32)cc1 | 5% | 1%
CCc1ccc(-n2nc(C)c3c(C)cc(=O)n(CC(=O)N4CCCc5ccccc54)c32)cc1 | -4% | ?
Cc1cc(C(=O)N/N=C/c2ccsc2)cs1 | -11% | -6%
CC(C)Cc1nc(NCC2CCCO2)c(C#N)c2c1CCCC2 (centres undefined) | -14% | -7%
Cc1ccc(S(=O)(=O)c2nc(S(=O)(=O)c3ccccc3)sc2NCCCOC(C)C)cc1 | 5% | -6%
CN(C(=O)C12CC3CC(CC(Cl)(C3)C1)C2)C1CCCCC1 | -19% | -7%
O=C(NCC(c1ccccc1)c1c[nH]c2ccccc12)c1ccncc1 (centres undefined) | -3% | -1%
CCc1ccc(-n2nc(C)c3c(C(=O)Nc4ccc(Cl)cc4)cc(C)nc32)cc1 | -6% | 3%
COC(=O)c1cc2oc(C)cc2n1CC(=O)Nc1ccc(C(C)C)cc1 | -4% | -2%
CCCCN(CC)CCCNC(=O)c1cn(CC(C)C)c(=O)c2c1c1ccccc1n2C | 8% | 12%
O=C(/C=C/c1cccs1)c1ccc(O)cc1 | -12% | -2%
CC(C)Cc1nnc(NC(=O)c2nn(Cc3ccccc3)c(=O)c3ccccc23)s1 | 1% | -5%
CNS(=O)(=O)c1cn(CC(=O)Nc2ccc(C)c(N(C)C)c2)cc1S(=O)(=O)NC | 3% | -30%
COc1ccc(OC)c(CCNC(=O)c2cc3c(-c4ccccc4F)nn(C)c3s2)c1 | -12% | -6%
COc1ccccc1N1CCN(S(=O)(=O)c2c(C)sc3ncn(CC(=O)Nc4ccc(C(C)C)cc4)c(=O)c23)CC1 | -2% | -14%
CCOC(=O)c1cc(-c2ccccc2)n(CCC(=O)Nc2ccccc2CC)c1C | -6% | 2%[57.5 µM]
CC(=O)Nc1cccc(C(=O)NC2(c3ccc(F)cc3)CCC2)c1 | -2% | 1%
O=C(Cc1ccc2c(c1)CCC2)OCc1ccc([N+](=O)[O-])cc1 | -5% | -6%
COc1cc(/C=C(\C#N)C(=O)Nc2ccc(OC(F)(F)F)cc2)cc(OC)c1OC | 5% | 0%
COc1ccc(CCNC(=O)CCn2c(=O)c3cccn3c3ccc(F)cc32)c(OC)c1OC | -9% | -3%[57.5 µM]
COc1ccc(-c2nc3sc(CCNC(=O)C(=O)Nc4ccc(C)c(C)c4)c(C)n3n2)cc1 | -17% | -8%
O=C(NCC12CC3CC(C1)CC(CNC(=O)c1ccc(Cl)cc1)(C3)C2)c1ccc(Cl)cc1 | -8% | 2%
Cc1cccc(N2CCN(C(=O)c3nn(C)c4c3CSc3ccccc3-4)CC2C)c1 (centres undefined) | ? | -4%[57.5 µM]
CN(C)S(=O)(=O)c1cc(NC(=O)COC(=O)c2nn(C)c(=O)c3ccccc23)ccc1Cl | -14% | 1%
COc1cc(NC(=O)CC2SCCNC2=O)cc(OC)c1OC (centres undefined) | 9% | 9%

Screening data (PubChem)
